Bioassay records from PubChem BioAssay.
GSK3beta inhib: blocks human GSK3beta kinase activity; GST-GSK3beta kinase, ADP-Glo luminescence, 60 min; active compounds read low; activity score (negative = inhibition), % at 10 µM; P49841; actives 0.038% (n = 300,000);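 active = more than half of replicate wells score below -50%, meaning over 50% inhibition versus plate controls; inconclusive = some replicates but at most half score below -50%; inactive = no replicate scores below -50%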;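 also: 0% = median DMSO wells and -100% = median GW8510 positive control wells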
Target sequence (P49841 whole entry, looked up): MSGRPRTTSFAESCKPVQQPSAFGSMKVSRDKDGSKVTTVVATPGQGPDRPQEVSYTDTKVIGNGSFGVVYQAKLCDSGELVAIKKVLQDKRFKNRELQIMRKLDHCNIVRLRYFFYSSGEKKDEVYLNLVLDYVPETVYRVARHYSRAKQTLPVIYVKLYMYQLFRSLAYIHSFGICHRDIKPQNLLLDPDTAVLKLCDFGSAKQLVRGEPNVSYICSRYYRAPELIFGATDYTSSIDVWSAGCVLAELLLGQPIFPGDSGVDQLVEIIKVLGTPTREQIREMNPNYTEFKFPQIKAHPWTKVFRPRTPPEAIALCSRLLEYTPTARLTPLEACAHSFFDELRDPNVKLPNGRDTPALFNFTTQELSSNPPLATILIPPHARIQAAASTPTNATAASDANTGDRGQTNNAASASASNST
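Test system: GST-fused GSK3beta enzyme, cell-free | Quantity: 1.6 ng GST-GSK3beta enzyme per well | Reagent: 25 µM ATP with peptide substrate | Schedule: 60 min enzyme reaction, room temperature | Signal: Luminescent ADP-Glo measurement of ADP formed | Read-out basis: Score relative to plate controls | Control set: DMSO and 20 µM GW8510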
GSK3A inh: blocks human GSK-3 alpha kinase; P49840; ADP-Glo luminescence, 60 min; inhibition, % at 10 µM; actives 0.1% (n = 320,000);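 in the data active = inhibition above about 50%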;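 also: GST-tagged GSK-3 alpha with peptide substrate and 25 µM ATP; 0% = DMSO neutral wells and 100% = GW8510 positive control wells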
Target sequence (P49840 whole entry, looked up): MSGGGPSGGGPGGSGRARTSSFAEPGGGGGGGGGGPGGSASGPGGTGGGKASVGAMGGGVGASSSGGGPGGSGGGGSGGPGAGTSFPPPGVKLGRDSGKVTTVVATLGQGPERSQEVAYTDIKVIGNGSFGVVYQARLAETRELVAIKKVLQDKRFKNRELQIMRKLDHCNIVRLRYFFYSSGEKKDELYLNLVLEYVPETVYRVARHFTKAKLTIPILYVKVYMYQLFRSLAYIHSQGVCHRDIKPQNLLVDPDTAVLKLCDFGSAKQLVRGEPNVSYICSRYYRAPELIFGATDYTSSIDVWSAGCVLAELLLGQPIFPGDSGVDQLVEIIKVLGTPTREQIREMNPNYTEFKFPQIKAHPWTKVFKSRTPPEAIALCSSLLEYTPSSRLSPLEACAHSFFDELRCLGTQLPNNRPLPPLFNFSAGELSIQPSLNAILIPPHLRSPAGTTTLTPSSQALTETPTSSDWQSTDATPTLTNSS
Platelet DG rel: platelet dense granule release activity. human platelet-rich plasma, SFLLRN dense granule ATP release, luminescence. inhibition, %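 (compounds screened at 7.5 µM in platelet-rich plasma)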. actives 0.22% (n = 300,000). AID 1663;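 active = mean replicate score, as percent of positive control, at or above 50; inconclusive = mean below 50 but at least one replicate at or above 50; inactive = mean and every replicate below 50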
HSF-1 act: increases HSF-1 driven luciferase reporter signal; NIH3T3-HGL HSF-1 luciferase reporter, MG132, 8 h; 100% = twice DMSO control signal; activation, % at 9 µM; actives 1.7% (n = 300,000);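 active = mean replicate activation of at least 50% with a set share of replicates each reaching 50%; inconclusive = only one of those two conditions met; inactive = mean below 50% and too few replicates reaching it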;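 also: 0% = median of the neutral control wells and 100% = twice that signal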
HSP90 refold inh: inhibitors of HSP90 luciferase refolding in rabbit reticulocyte lysate; actives 0.91% (n = 290,000); luciferase refolding luminescence, 3 h; inhibition, % at 5.6 µM;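 active = inhibition above the screen-wide mean plus 3 SD, computed separately per campaign, cut at about 16% in these data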;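 also: 0% = DMSO wells and 100% = 60 µM geldanamycin wells; inhibitors lower the luminescence because luciferase stays unfolded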
KLF5 inh: suppresses KLF5 promoter-driven expression | actives 0.23% (n = 290,000) | inhibition, % at 5 µM | DLD-1 KLF5 promoter-luciferase reporter, luminescence | AID 1700;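 active = inhibition above a per-plate limit of that plate's mean compound inhibition plus 3 SD, cut at about 60% in these data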;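 also: 0% = DMSO wells and 100% = LY294002 at 200 µM; higher means less KLF5 promoter-driven luciferase light; inactives centre near -14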
HSF1 inhib: HSF1 inhibition; actives 0.77% (n = 300,000); NIH3T3-HGL HSE-luciferase, MG132-induced, luminescence 8 h; active compounds read low; activity change, negative = inhibition, % at 7.5 µM (by protocol); AID 2098;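 active = more than half of replicate wells show activity change below -50%, luminescence cut by over half; inconclusive = some wells, but at most half, below -50%; inactive = no replicate well below -50%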;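 also: luciferase reports HSF-1 transcriptional activity via heat shock element; 0% = median of DMSO wells and -100% = zero luminescence signal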
IEC-6 cytotox: counter-screen for KLF5 inhibitors: cytotoxicity in IEC-6 cells. IEC-6 cytotoxicity, luminescence viability. inhibition, % at 5 µM. actives 0.78% (n = 290,000); in the data active = inhibition above about 22%;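 also: 0% = plate median of test compound wells and 100% = cytotoxic reference compound wells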
aSyn 5UTR inh: MLPCN primary screen, SNCA 5' untranslated region; alpha-synuclein 5'UTR reporter, inhibitor activity; inhibition, % (tested at 7.5 µM); actives 0.82% (n = 300,000); in the data active = inhibition above about 60%; inconclusive = no clear call, values can overlap the other calls;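 also: H4 neuroglioblastoma cells stably carrying SNCA 5'UTR luciferase fusion; 0% = DMSO wells and 100% = positive control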
Dyrk1A ADPGlo: Dyrk1A (rat) kinase inhibition. ADP-Glo luminescence, NFATc1 peptide. AID 504441. inhibition, % at 12.5 µM. actives 0.43% (n = 310,000). Q63470; in the data active = inhibition above about 50%;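 also: plate controls were vehicle with enzyme for no effect and no enzyme for full effect; many of its hits are not listed in these tables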
Active calls of the source: *; ? = inconclusive; nt = no result given. A portion of the library, so the mix of outcomes need not match the whole.

SMILES	GSK3beta inhib	GSK3A inh	Platelet DG rel	HSF-1 act	HSP90 refold inh	KLF5 inh	HSF1 inhib	IEC-6 cytotox	aSyn 5UTR inh	Dyrk1A ADPGlo
CN1CCN(C2CC(=O)N(Cc3ccc(N4CCCC4=O)cc3)C2=O)CC1 (centres undefined)	2	-1	-5	7	1	-22	5	-6	9	-3
Cc1c(NC(=O)CCC(=O)N2CCCCC2)c(=O)n(-c2ccccc2)n1C	3	0	-39	-15	-4	-11	-8	-1	-3	2
Cc1cccc(C)c1N=Cc1c(C(F)(F)F)[nH][nH]c1=O	3	2	2	20	0	-1	-1	-3	-3	-1
CCCCCCCN(C(=O)CCl)c1ccccc1C	2	5	-16	94*	4	-17	34	-3	-11	5
CC(C)NC(=O)Nc1n[nH]c(Nc2ccc(Cl)cc2)n1	1	52*	-2	14	1	-4	4	-5	1	0
CCN(CC)S(=O)(=O)c1ccc(NC(=O)c2cc(-c3ccccc3)nc3ccccc23)cc1	1	0	7	5	3	2	3	9	25	10
O=C(Cc1ccccc1[N+](=O)[O-])NCc1ccc2c(c1)OCO2	1	1	8	12	6	-46	11	-1	-123	1
C=CCOc1c(Cl)cc(CNc2ccc(C)c(Cl)c2)cc1OC	-1	-4	3	-27	-2	50	-24	50*	85*	nt
CC(Oc1cccc(F)c1)C(=O)/C=C\N(C)C (centres undefined)	0	-2	1	-3	-1	5	4	3	-18	-2
Cc1ccc(N2CC(C(=O)Nc3nnc(SCC(=O)Nc4nc(C)cs4)s3)CC2=O)cc1 (centres undefined)	0	-1	-11	29	2	-6	-3	0	-40	-2
Cc1ccc[n+](CC(=O)Nc2c(Cl)cc(Cl)cc2Cl)c1	-1	-4	-3	-2	-1	-16	-9	1	22	-2
O=C(CN(c1ccccc1)S(=O)(=O)c1ccccc1[N+](=O)[O-])N1CCCC1	2	-2	-11	5	-5	-2	0	2	5	-5
CCOC(=O)C1CCN(Cc2ccc(OCc3ccccc3)c(OC)c2)CC1	0	3	-3	5	3	-14	1	4	-3	3
CCOc1ccc(NC(=O)NCCCSC2CCCCC2)cc1	nt	-5	1	8	4	-12	-10	0	30	0
COc1ccccc1OCCCCCCN1CCOCC1	6	1	0	5	0	-12	-6	11	7	3
O=C1CN(O)C=C2N=c3ccccc3=C2N1c1ccc([N+](=O)[O-])cc1	-1	0	6	14	3	-32	8	3	28	-2
S=c1[nH]nc(-c2cccnc2)o1	6	2	-2	-1	-3	-14	0	-2	6	-3
O/N=C/c1ccccc1Oc1ccccc1	-2	4	-2	-1	2	-17	-4	-1	26	-3
O=C(COC(=O)/C=C/c1ccc(S(=O)(=O)N2CCc3ccccc32)cc1)NC1CCS(=O)(=O)C1 (centres undefined)	-2	-6	-4	23	-4	-14	18	-7	1	5
CS(=O)(=O)N(CC(=O)N1CCOCC1)Cc1ccc(Cl)cc1	2	8	14	-2	3	-19	0	-3	-9	6
O=C(CN1C(=O)C2CCCCC2C1=O)OCn1nnc2ccccc2c1=O (centres undefined)	0	1	0	0	-5	-26	-4	-4	25	0
CCC(=O)Nc1cccc2c1C(=O)N(C)C2=O	3	0	-1	-8	2	-26	-9	0	-8	-3
NC(=O)c1ccsc1NC(=O)COC(=O)C1CC2CCCC(C1)C2=O (centres undefined)	2	-2	13	-6	1	-9	0	-8	11	3
c1csc(-c2nc(-c3ccc(-c4ccon4)s3)no2)c1	6	-2	9	40	0	-177	9	1	3	1
CCOC(=O)CN1C(=O)N[C@@H](c2ccccc2)[C@@H](C(=O)OC)[C@H]1C	1	-2	8	-5	nt	nt	-4	nt	4	-6
COc1ccc(NC2CCCN(C(=O)CCN3CCCC3=O)C2)cc1OC (centres undefined)	-1	-1	-5	-8	1	-16	-1	-4	3	3
CCOc1ccc(S(=O)(=O)NC(=O)c2ccccc2)cc1	-1	0	-5	13	0	-44	-3	-5	-5	nt
COc1cc(/C=N/NC(=O)CNC(=O)c2ccncc2)ccc1OC(C)=O	1	-1	-9	-4	-1	-26	-7	1	11	-6
Nc1cc(=O)[nH]c(SCc2cccc(Cl)c2)n1	nt	21	nt	nt	-2	-14	nt	-4	nt	-1
O=C(COC(=O)c1ccccc1O)Nc1cc([N+](=O)[O-])ccc1Cl	0	-2	0	-11	-4	-30	1	-1	11	-3
COc1ccccc1NC(=O)C(CC(C)C)NC(=O)C1CCCCC1 (centres undefined)	4	1	-2	9	5	-18	4	2	21	-6
Cc1cccc(-c2nc(CSCC(=O)N3CCN(c4ccccn4)CC3)c(C)o2)c1	0	0	-2	5	-1	-8	0	-2	31	-10
COc1ccc2c(=O)c3c(=O)n(Cc4ccco4)c(-c4ccc(C)cc4)nc3oc2c1	1	7	-1	-13	-2	-16	3	-8	-10	4
Cc1ccc(S(=O)(=O)NCc2ccc(C(=O)NC3CC3)cc2)cc1	-3	1	?	-17	-3	-19	-8	2	13	0
Cc1cccc(N2CCN(C(=O)c3cccc(N4CCCC4=O)c3)CC2)c1C	1	-4	-7	-5	-5	-14	-4	7	10	-1
COCCNc1oc(Cc2cccc3ccccc23)nc1C#N	-8	2	0	2	2	-30	3	-1	3	-2
CCSc1nc2ccccc2n1C(=O)/C=C\c1ccc(OC)c(OC)c1	3	0	2	-10	-1	-32	-21	-8	-112	10
Cc1cc(/C([O-])=C(/C(=S)Nc2ccccc2)[n+]2ccccc2)c(C)n1-c1ccccc1	1	-1	2	-61	-3	-71	-61*	-4	55	0
CC1CN(S(=O)(=O)c2cccc(C(=O)NCCCn3ccnc3)c2)CC(C)O1 (centres undefined)	-5	-5	5	-17	4	-22	-3	1	5	-3
O=C(Cc1c(O)c2ccccc2[nH]c1=O)NCc1ccccc1F	-1	-2	3	9	-2	-26	3	-2	13	-1
Cc1ccc(C2c3[nH]c4ccccc4c3C[C@H]3C(=O)N(c4ccccc4C(=O)N4CCC[C@@H]4C(=O)O)C(=O)N23)cc1 (some centres undefined)	2	-5	0	0	-4	7	-5	-6	2	0
COc1ccc(-c2[nH]ncc2CN2CCN(c3ccccn3)CC2)c(OC)c1	6	-1	16	-13	2	-32	0	3	17	-1
Cc1ccc(N2C(=O)C3C4C=CC(CNC(=S)N5CCN(c6ccccc6)CC5)(O4)C3C2=O)cc1 (centres undefined)	1	-1	-6	nt	1	3	nt	-8	11	-1
O=C(O)c1ccc2c(=O)n3c(nc2c1)/C(=C/c1ccc(OC(F)F)cc1OC(F)F)CC3	-1	2	15	-31	-2	-52	?	-4	-1	2
CCOc1ccccc1NC(=O)CN(c1ccc(C)cc1)S(=O)(=O)c1c(C)n[nH]c1C	2	0	5	-10	-2	4	2	2	26	-2
Cc1ccccc1Oc1nc2c(c(=O)n(C)c(=O)n2C)n1C	0	0	1	-5	-1	-36	-2	2	15	-2
COC(=O)CCN(C(=O)C1C2CC3CC(C2)CC1C3)c1ccccn1 (centres undefined)	-3	-4	-1	9	0	-43	-6	-2	-10	-4
CCN(CC)CCNc1nc2c(c(=O)[nH]c(=O)n2C)n1CC(O)COc1ccc(Cl)cc1Cl (centres undefined)	1	-4	-13	1	-1	-39	-4	2	3	12
COc1ccc(C(=O)C2CCCN(S(=O)(=O)N(C)C)C2)c(C)c1 (centres undefined)	-1	0	1	4	4	-4	4	5	7	-4
CC(C)COc1cccc(C(=O)Nc2ccc(S(=O)(=O)N3CCOCC3)cc2)c1	1	1	-1	-13	-3	2	-7	2	10	2
COc1cccc(CN2C(=NC(=O)CCC3CCCC3)SC3CS(=O)(=O)CC32)c1 (centres undefined)	4	5	3	16	6	-20	13	0	-2	-4
COc1ccc(NC(=O)CSc2nncn2C)cc1OC	-2	-3	-7	-2	-1	-22	-3	-1	3	-3
Cc1ccc(S(=O)(=O)N2CCN(Cc3nc4sc5c(c4c(=O)[nH]3)CCCC5)CC2)cc1	-2	0	-2	18	3	-17	-6	0	30	4
COCc1cc(=O)[nH]c(SCC(=O)N2CCOCC2)n1	2	0	-6	-18	-3	-4	1	1	-29	-2
COc1ccccc1NC(=O)c1cc(-c2ccc(OC)c(OC)c2)nc2ccccc12	3	nt	0	-7	1	13	-14	11	9	-4
CSCC(=O)NC1CCCc2c1cnn2-c1ccc(C)c(C)c1 (centres undefined)	5	0	-4	2	-1	-56	4	2	-39	12
CCC(C)[C@@H](NC(=O)OC(C)(C)C)c1nnc(S(=O)(=O)Cc2cccc(C)c2)o1 (some centres undefined)	0	nt	10	25	2	-2	17	7	31	4
Cc1cc2cc(CN(CCCN3CCOCC3)C(=O)NC3CCCCC3)c(=O)[nH]c2cc1C	-27	-1	-2	5	3	-26	11	4	13	2
CC(C)c1ccc(CNc2ccc([N+](=O)[O-])cn2)cc1	-2	-1	-1	71*	-4	-122	58	1	-78	6
CNC(=O)CCCCCNS(=O)(=O)c1ccc(C)cc1	-3	0	-1	-16	2	-42	-4	0	16	-3
Carrying on:
SMILES	GSK3beta inhib	GSK3A inh	Platelet DG rel	HSF-1 act	HSP90 refold inh	KLF5 inh	HSF1 inhib	IEC-6 cytotox	aSyn 5UTR inh	Dyrk1A ADPGlo
O=C(NCCCn1ccnc1)/C(=C/c1cccnc1)NC(=O)c1ccco1	3	-4	1	24	4	-5	3	-2	5	1
NC(=O)C1CCN(c2ccnc3cc(Cl)ccc23)CC1	-4	2	-2	-54	-2	6	-41	3	15	13
O=C(NCCC1=CCCCC1)C1CCN(S(=O)(=O)c2cccc3cccnc23)CC1	0	0	10	10	-2	-11	1	-10	-29	9
O=C(NCC1CCCO1)/C(=C/c1ccccc1F)NC(=O)c1ccccc1 (centres undefined)	2	-3	-5	-10	1	-21	-4	0	8	0
COc1cccc(CN2CCNC(=O)C2CC(=O)N(C)CCC2CCOCC2)c1 (centres undefined)	1	-3	0	5	-3	-24	-1	-9	-7	8
O=C(NCc1ccccc1)NC1CCCCC1	3	-1	1	17	-3	-48	-1	0	4	0
Cc1ccccc1S(=O)(=O)Cc1ccc(C(=O)N(C)C2CCCCC2)o1	1	-1	-4	-3	2	-23	0	9	2	-8
COc1ccc(CCNC(=O)c2c(O)c3ccccc3[nH]c2=O)cc1OC	-1	1	-5	7	7	-1	1	4	-4	nt
Cc1ccc(S(=O)(=O)NCCc2nnc(SCc3cccnc3)n2C)cc1	0	-1	20	-23	4	8	-2	9	9	-3
COc1ccc(Cl)cc1NC(=O)COC(=O)CCNC(C)=O	-2	-1	-1	8	1	-8	3	-7	11	-4
CCn1c(SCC(=O)c2ccc(Cl)s2)nnc1-c1cccs1	1	-2	-7	7	-1	-31	10	1	-45	1
COc1cc2c3nc4n(c(=O)c3n(CC(=O)NCC3CCCO3)c2cc1OC)CCS4 (centres undefined)	-3	1	-5	4	0	-20	-5	-10	11	2
